High-throughput results from PubChem.
TRPML3 ag: human mucolipin-3 channel agonism | 220,000 compounds, 0.29% hits | activation, % at 3 µM | Q8TDD5 | AID 1448 | HEK293 TRPML3-YFP, Fluo-8 calcium fluorescence; 100% = the carbachol control signal;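 active = activation above its plate's cutoff, the mean activation of the plate's test wells plus 3 SD, cut at about 12% in these data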;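 also: 0% = DMSO only wells and 100% = carbachol wells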
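Material: TRPML3-YFP stable HEK293 cells | Dosing: One concentration, 3 µM nominal, 0.3% DMSO | Timing: 125 s total fluorescence read per well | Technique: Fluo-8 calcium dye fluorescence, ex 470-495, em 515-575 nm | Measure: Percent activation from peak-to-basal fluorescence ratio, scaled between DMSO and carbachol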
TRPN1 ag: zebrafish TRPN1 (NompC) channel agonism | 220,000 compounds, 0.18% hits | activation, % at 3 µM | HEK293 zebrafish TRPN1-YFP, Fluo-8 calcium fluorescence; 100% = response to 87 µM carbachol | AID 1424;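 active = activation above its plate's cutoff, the mean activation of test wells on that plate plus 3 SD, cut at about 19% in these data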;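 also: 0% = DMSO alone and 100% = 87 µM carbachol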
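Control set: carbachol 87 µM as high control, DMSO as low control; system: HEK293 stable line with zebrafish TRPN1-YFP; read-out: % activation versus carbachol response; detection: intracellular calcium fluorescence with Fluo-8; doses: single test compound dose, 3 µM nominal, 0.3% DMSO; schedule: dye 1 h 37 °C plus 30 min RT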
TbHK1 inh: blocks Trypanosoma brucei hexokinase 1 activity; AID 1430; 220,000 compounds, 0.11% hits; inhibition, % at 10 µM; recombinant TbHK1, G6PDH-coupled NADH A340;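 active = inhibition of 50% or more in the single-dose primary screen; inactive = inhibition below 50%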
m-calpain inh: inhibitors of pig calpain II; 220,000 compounds, 0.37% hits; AID 1236; purified calpain II, fluorogenic peptide substrate, 30 min; inhibition, % at 16 µM;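 active = inhibition above about 50%, limit read from the data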
Furin inhibitor: human furin inhibition | P09958 | purified furin, fluorogenic substrate cleavage | inhibition, % at 30 µM | 220,000 compounds, 0.061% hits; in the data active = inhibition above about 25%; also: inactives centre near -15
Target sequence (P09958 108-714 limits assumed): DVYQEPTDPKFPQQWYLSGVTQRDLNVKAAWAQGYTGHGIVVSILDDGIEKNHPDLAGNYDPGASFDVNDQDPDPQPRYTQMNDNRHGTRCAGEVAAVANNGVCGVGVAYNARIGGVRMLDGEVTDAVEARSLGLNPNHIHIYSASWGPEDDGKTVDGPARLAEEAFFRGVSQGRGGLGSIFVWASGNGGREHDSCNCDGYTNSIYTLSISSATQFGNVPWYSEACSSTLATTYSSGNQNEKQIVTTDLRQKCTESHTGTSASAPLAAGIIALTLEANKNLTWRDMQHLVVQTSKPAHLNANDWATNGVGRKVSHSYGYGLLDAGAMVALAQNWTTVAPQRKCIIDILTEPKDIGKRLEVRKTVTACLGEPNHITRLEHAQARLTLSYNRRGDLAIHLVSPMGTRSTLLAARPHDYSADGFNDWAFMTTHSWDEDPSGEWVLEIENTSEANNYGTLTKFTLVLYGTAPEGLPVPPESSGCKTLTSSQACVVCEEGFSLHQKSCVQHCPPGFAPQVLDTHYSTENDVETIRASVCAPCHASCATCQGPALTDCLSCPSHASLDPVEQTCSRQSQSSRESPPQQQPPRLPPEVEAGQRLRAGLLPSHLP
thrombin 1536: blocks human thrombin protease activity; P00734; alpha-thrombin, Boc-VPR-AMC fluorogenic substrate cleavage; inhibition, % at 5 µM; 220,000 compounds, 0.26% hits;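 active = inhibition at or above 40%; inactive = inhibition below 40%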;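 also: 0% = enzyme with no compound and 100% = wells without enzyme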
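Material: Human alpha-thrombin protein | Buffer or medium: pH 7.5 Tris-saline with Tween 20 | Reagent: Boc-VPR-AMC substrate, 15 µM final | Schedule: Reaction at ambient temperature | Detection: AMC fluorescence at 355 nm excitation and 460 nm emission | Evaluation: Percent inhibition scaled between no-compound controls and no-enzyme blanks | Controls: no-compound enzyme wells and no-enzyme blanks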
PPC-1+TRAIL kill: compounds killing PPC-1 cancer cells with TRAIL present (potentiator screen, no TRAIL-free arm); PPC-1 cells + TRAIL, ATPLite viability luminescence; cell killing (% activity), % at 4 µM; 220,000 compounds, 0.41% hits; AID 1443;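 active = cell killing above 50% in the first pass at 4 µM, then a duplicate retest at 5 µM averaging 50% or more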;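 also: plate controls were cells with TRAIL plus DMSO for no effect and medium-only wells lacking cells for full effect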
EBV gp42 inh: inhibitors of Epstein-Barr virus glycoprotein 42 | Fluorescence polarization binding assay, mP read-out | inhibition, % (tested at 21.74 µM) | 220,000 compounds, 0.42% hits | AID 1085; in the data active = inhibition above about 50%
Target sequence (Q1HVG2 whole entry, looked up): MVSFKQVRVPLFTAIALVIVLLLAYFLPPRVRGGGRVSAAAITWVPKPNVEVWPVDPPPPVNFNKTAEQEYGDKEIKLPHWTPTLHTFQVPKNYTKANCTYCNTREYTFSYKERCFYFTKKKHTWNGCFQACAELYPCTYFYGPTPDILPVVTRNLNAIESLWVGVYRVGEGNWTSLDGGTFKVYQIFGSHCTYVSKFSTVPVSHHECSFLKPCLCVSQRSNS
KCC2 mod: modulators of human KCC2 chloride dependent transport | Q9H2X9 | KCC2 cells, thallium flux FluoZin-2 fluorescence | B-score of Tl+ flux slope (higher = more flux/activation; lower = inhibition) at 10 µM | 190,000 compounds, 2.2% hits;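 active = thallium flux slope and its plate-corrected score both differing from the plate sample mean at a set confidence after two filtering rounds, in either direction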;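 also: slope of fluorescence scaled to starting intensity during 10 to 20 s after thallium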
* = called active by the depositor; x = not tested or not shown; & = joins results of further samples; [ ] = another dose, or the depositor's remark.

entry	SMILES	PPC-1+TRAIL kill	thrombin 1536	Furin inhibitor	TRPN1 ag	EBV gp42 inh	m-calpain inh	TRPML3 ag	TbHK1 inh	KCC2 mod
1	CCOC(=O)C(NCc1ccc(OC)cc1)(NC(C)=O)C(F)(F)F (centres undefined)	24	-7	-10	-0.1	4	7	0.2	-2	1.2
2	Nc1c(Cl)ncnc1NCCO	9&20	2	-21&-19	2.7&1.8	1&-20	-17&-3	0.7&0.6	-8&5	-0.094&0.1
3	Cc1cc(Cl)ccc1NC(=O)/C=N/O	-10	4	-22	1.0	-11	2	-0.2	3	0.29
4	COc1cc(NS(=O)(=O)c2ccc(NC(=O)/C(=C\c3ccccc3OC)NC(=O)c3ccccc3)cc2)nc(OC)n1	-18	-4	-1[20 µM]	0.5	-1	-81	0.7	-1	x
5	O=C(C1=C[C@@H](C2CC2)C[C@@H](OCCCCO)O1)N1CCOCC1	13	-5	-33	0.8	-6	-6	0.9	-8	1.4
6	O=C(CCC1COc2ccccc2O1)NC1CCCCC1 (centres undefined)	13	-9	-8[20 µM]	0.6	-17	-16	0.6	5	0.6
7	O=C(CCc1nnc(C2(c3ccc(Cl)cc3)CCC2)o1)NCCCn1cccn1	0	-10	-21	-1.6	-3	-25	0.2	-9	0.12
8	CCN(CC)S(=O)(=O)c1cccc(C(=O)Nc2ccc(C#N)cc2)c1	16	1	-16	11	-7	-11	6.0	-1	-0.51
9	COCCCNC(=O)C1CCCCN1S(=O)(=O)c1ccc(F)cc1 (centres undefined)	9	4	-22	0.4	-26	13	0.1	-1	x
10	CC(OC(=O)c1oc2ccccc2c1CSC1CCCCC1)C(=O)NC(N)=O (centres undefined)	15	-6	-21	-1.5	-11	-11	1.0	11	-0.24
11	N#Cc1cnn(-c2cccc(Cl)c2)c1-n1cccc1	-6	2	-27	-3.4	-13	-15	-0.8	-1	-2.2
12	CCc1ccc2c(COn3nnc4ccc(S(=O)(=O)N(C)C)cc43)cc(=O)oc2c1	15	-4	-7	-0.6	-7	-7	0.6	-11	x
13	COCc1cc(=O)n2[nH]c(SC)nc2n1	-13	-8	-10	-0.5	-6	-47	0.1	-2	-0.15
14	COc1cc(OC)cc(C(=O)Nc2c(F)cccc2F)c1	18	0	-14[20 µM]	-2.2	-12	27	-0.3	7	-0.36
15	CCCNC(=O)c1c(O)c2c([nH]c1=O)CCCC2	x	-5	-17	0.7	2	-16	1.0	-4	-0.012
16	C/C(N)=C(/C#N)C(=O)COC(=O)c1oc2ccccc2c1COC(C)C	-2	-3	-12	-1.0	-7	-14	-0.1	-2	-0.15
17	COc1ccc(NC(=O)c2ccccc2S(=O)c2ccccc2C#N)cc1 (centres undefined)	10	2	-7	0.3	-1	8	0.3	3	0.89
18	O=C(Nc1ccccc1C(=O)N/N=C/c1ccco1)c1ccc(F)cc1	21	-2	5	-1.2	-3	21	0.7	-6	17*
19	CCOc1ccc2[nH]c(=O)c(CN(CCCO)C(C)=O)cc2c1	10	1	-24	3.4	-6	-142	-0.2	-12	0.12
20	Cn1c(=O)c2c(-c3ccccc3)n(CCCN3CCOCC3)cc2n(C)c1=O	-22	-8	-14[20 µM]	-0.1	3	-5	0.9	-4	0.32
21	CCCCC(=O)OCc1nc2ccccc2s1	16	-7	-18	-0.4	-22	20	0.7	0	-0.7
22	CCCN(CCC)CCCNC(=O)c1nn(-c2cccc(OC)c2)c(=O)c2ccccc12	7	3	-22	-1.3	-1	-18	0.5	0	0.28
23	CCOC(=O)C1CCN(C(=O)c2sccc2Cl)CC1	14	-1	-14	0.0	-14	14	0.3	-4	0.86
24	COc1ccccc1-c1cn[nH]c1-c1ccc(OCc2ccc([N+](=O)[O-])cc2)cc1O	11	-7	-13	0.6	-12	-6	0.6	-13	0.23
25	Cn1c2ccccc2c2c(C(=O)N3CCN(c4ccccc4)CC3)cn(C3CCCC3)c(=O)c21	22	-4	1[20 µM]	2.8	10	-29	0.8	-22	x

Quoted from the listing:
In thrombin 1536, CCCCC(=O)OCc1nc2ccccc2s1 is listed with -7
In KCC2 mod, COc1ccccc1-c1cn[nH]c1-c1ccc(OCc2ccc([N+](=O)[O-])cc2)cc1O is listed with 0.23
In KCC2 mod, Cc1cc(Cl)ccc1NC(=O)/C=N/O is listed with 0.29

(listing goes on)
entry	SMILES	PPC-1+TRAIL kill	thrombin 1536	Furin inhibitor	TRPN1 ag	EBV gp42 inh	m-calpain inh	TRPML3 ag	TbHK1 inh	KCC2 mod
26	CCOC(=O)/C=c1\s/c(=C\c2ccc3cc(OC)ccc3c2)c(=O)n1CC(=O)NCC1CCCO1 (centres undefined)	23	-2	-17	1.7	-45	-62	0.5	0	x
27	Cc1c(CN(C)CCc2ccccc2)c(=O)n(-c2ccccc2)n1C	12	2	-1	0.8	-18	-24	1.2	4	x
28	COc1cccc(-c2nc(CS(=O)(=O)CC(=O)N3CCN(c4ccccn4)CC3)c(C)o2)c1	0	29	-21	3.0	-1	-10	0.9	0	-1.5
29	CCNC(=O)CSc1nnc(CN2CCCCCC2=O)n1-c1ccccn1	-9	-17	-23	0.6	-5	-11	0.9	2	-0.12
30	O=C(O)c1cc(N/N=C/c2ccc3c(c2)OCCO3)ccc1Cl	6	-10	0	-0.2	0	-5	0.9	18	0.8
31	CCCCN(C)C(=O)c1nc2ccccn2c1CN1CCN(c2ccccn2)CC1	11	-4	-22	0.0	2	-14	0.0	-6	x
32	O=C(c1ccccc1)N1CCCC(c2ccc(Cl)cc2)=N1	-2	7	-14[20 µM]	-1.3	-3	11	-0.7	0	x
33	O=C(N/N=C/c1c[nH]c2ccccc12)c1cc(-c2ccc3ccccc3c2)n[nH]1	27	-5	-2	1.2	-12	-40	0.0	-28	-0.54
34	CCc1nnc(NS(=O)(=O)c2ccc(NC(=O)COc3ccc4ccccc4c3)cc2)s1	11	x	-19	-0.4	-7	14	0.4	5	-0.64
35	COc1ccc(S(=O)(=O)c2ccc(OCC3CO3)cc2)cc1 (centres undefined)	1	-1	-23	-0.4	-13	11	0.7	-2	0.21
36	Cc1ccccc1-n1nnnc1SC1CCOC1=O (centres undefined)	0	-9	-19	1.8	-24	-23	1.4	0	0.22
37	COc1ccccc1CN1C[C@@H]2C[C@@H](C3=Cc4cc(Cl)ccc4OC3)N3CCC[C@@]23C1=O	4	-4	-19	-3.2	4	-41	-0.3	-10	-1
38	COc1ccc(NC(=O)C2CCN(S(=O)(=O)c3ccc(OC)c(OC)c3)CC2)c(OC)c1	16	1	-11	0.5	-1	-21	0.5	0	-0.017
39	Cc1ccc(S(=O)(=O)NC2CCCc3ccccc32)cc1C (centres undefined)	-4	4	-14[20 µM]	-2.5	-14	17	6.8	1	x
40	COc1ccc(OC)c(S(=O)(=O)n2ccnc2C)c1	-1	-10	-5[20 µM]	1.6	1	-44	0.0	-3	-0.15
41	CCOC(=O)/C(C(N)=NCC(C)C)=C(/O)c1ccccc1	2	4	-11[20 µM]	-1.1	-6	17	1.3	-1	0.24
42	CCOC(=O)c1c(C)n(-c2ccccc2)c2ccc(O)cc12	x	-9	-24	-2.5	3	-18	-1.1	2	0.83
43	C(=C\c1ccccc1)/CSc1nnc(-c2ccncc2)n1Cc1ccco1	4	3	-4	1.7	1	-1	0.3	3	-5*
44	CNc1ccc(/C=C(\C#N)c2ccccn2)cc1[N+](=O)[O-]	14	-5	-11	-0.5	-27	14	-0.5	-15	0.51
45	Cn1c(SCc2ccon2)nc2ccccc2c1=O	-2	-8	-8[20 µM]	0.9	-5	-53	0.2	0	0.012
46	Cc1occc1-c1n[nH]c(=S)n1-c1ccccc1	21	-3	-17	0.3	-7	-4	0.3	1	1.7
47	COc1cc(OC)c(NC(=S)Nc2cccc(C(C)=O)c2)cc1Cl	-15	2	-33	0.3	-21	6	0.6	0	-0.7
48	CCCCN1C(=O)NC(NC(=O)C2CC2)(C(F)(F)F)C1=O (centres undefined)	10	0	-22	2.4	-26	-2	0.5	-3	-1.1
49	Cc1ccccc1NC1c2ccccc2C(=O)N1Cc1ccco1 (centres undefined)	0	12	-10	-0.9	-1	10	-0.7	-2	0.52
50	COc1ccccc1OCCNC(=O)/C=C/c1ccc([N+](=O)[O-])cc1	9	-1	-10	0.1	12	21	-0.3	-15	-0.84

Three entries out of the list above, arranged by the number in EBV gp42 inh, descending.
| No. | canonical_smiles | EBV gp42 inh |
| --- | --- | --- |
| 29 | CCNC(=O)CSc1nnc(CN2CCCCCC2=O)n1-c1ccccn1 | -5 |
| 27 | Cc1c(CN(C)CCc2ccccc2)c(=O)n(-c2ccccc2)n1C | -18 |
| 44 | CNc1ccc(/C=C(\C#N)c2ccccn2)cc1[N+](=O)[O-] | -27 |

New compounds follow.
entry	SMILES	PPC-1+TRAIL kill	thrombin 1536	Furin inhibitor	TRPN1 ag	EBV gp42 inh	m-calpain inh	TRPML3 ag	TbHK1 inh	KCC2 mod
51	CCOc1ccc(NC(=O)Cc2c(O)c3ccccc3[nH]c2=O)cc1	16	-5	-12[20 µM]	0.1	6	13	0.4	-8	1.6
52	Cc1ccc(CCNC(=O)C2CCCN(S(=O)(=O)c3c(C)noc3C)C2)cc1 (centres undefined)	0	4	-18	2.5	6	28	-0.2	-7	x
53	Cc1ccc(-n2c(SCC(=O)N3Cc4ccccc4CC3C(=O)O)nnc2-c2cccnc2)c(C)c1 (centres undefined)	4	-6	-18	0.5	-8	-7	1.1	4	0.32
54	COCC(C)n1c(C)cc(C(=O)COC(=O)c2ccc(N3CCCC3=O)cc2)c1C (centres undefined)	-8[5 µM]	-1	-6	3.2	-17	-3	1.1	-6	0.24
55	CC(=O)NCCc1ccc(S(=O)(=O)Nc2cccnc2)cc1	10	3	-11[20 µM]	0.5	-18	-1	0.0	4	x
56	O=C(COC(=O)CC(c1ccccc1)c1ccccc1)Nc1ccc(F)c(F)c1	19	6	-23	0.2	-2	38	0.4	3	-0.89
57	Cc1cc(/C=N/NC(=O)Cn2c3ccccc3c(=O)c3ccccc32)c(C)n1-c1ccc(Cl)cc1	10	-6	-14	-1.1	-11	-99	0.2	-6	-1.6
58	COc1ccc(S(=O)(=O)N(Cc2cc3cc(C)ccc3[nH]c2=O)CC2CCCO2)cc1 (centres undefined)	7	3	-13[20 µM]	2.2	-15	-50	1.2	-12	-1.8
59	O=C(c1cn(-c2ccccc2)nc1-c1cccs1)N1CCOCC1	13	0	-16[20 µM]	1.0	-2	10	0.0	-1	-0.85
60	O=C(O)C1CC(=O)N(CCc2ccccc2)C1 (centres undefined)	8	2	-13[20 µM]	2.6	-10	-26	0.7	8	-0.34
61	COc1ccc(CC(=O)OCC(=O)Nc2cc(S(=O)(=O)N3CCOCC3)ccc2N2CCCC2)cc1	24	7	-8	-0.8	1	24	-0.3	6	-0.11
62	O=C(COC(=O)c1cccc(C(=O)OCC(=O)NC2CC2)n1)NC1CC1	33	-1	-20	1.5	-17	-11	1.0	-2	-0.05
63	CCNC(=S)N(CCc1c(C)[nH]c2ccc(C)cc12)Cc1cc(OC)c(OC)c(OC)c1	-20	-1	-9	-1.0	-7	-5	-0.1	-7	-0.41
64	Cc1ccc(NC(=O)CN(C)Cc2ccc(F)cc2)c([N+](=O)[O-])c1	0	-9	-15	-2.1	6	7	0.6	0	-1.7
65	CCOC(=O)N1CCC(NC(=O)C2CCCN(c3nc4ccccc4o3)C2)CC1 (centres undefined)	-1	1	-16	0.0	-15	3	0.3	-2	x
